LGR2 antag = inhibitors of bursicon-induced Drosophila LGR2 receptor cAMP signaling; 0.35% of 380,000 active; AID 720647; HEK293 LGR2, CRE-luciferase, bursicon-stimulated, 4 h; inhibition, % at 9.99 µM;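 active = drop in luminescence signal, shown as inhibition above about 50% in the replicate tests, limit read from the data, passing the limit was not always enough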;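 note: agonist challenge used bursicon conditioned medium at about half maximal strength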
SIRT5 inh = inhibitors of human sirtuin-5 desuccinylase; AID 652115; Purified SirT5, succinyl-peptide AMC, trypsin-coupled fluorescence; 1.1% of 330,000 active; inhibition, % at 15 µM; Q9NXA8; in the data active = inhibition above about 15%
Target sequence (Q9NXA8 whole entry, looked up): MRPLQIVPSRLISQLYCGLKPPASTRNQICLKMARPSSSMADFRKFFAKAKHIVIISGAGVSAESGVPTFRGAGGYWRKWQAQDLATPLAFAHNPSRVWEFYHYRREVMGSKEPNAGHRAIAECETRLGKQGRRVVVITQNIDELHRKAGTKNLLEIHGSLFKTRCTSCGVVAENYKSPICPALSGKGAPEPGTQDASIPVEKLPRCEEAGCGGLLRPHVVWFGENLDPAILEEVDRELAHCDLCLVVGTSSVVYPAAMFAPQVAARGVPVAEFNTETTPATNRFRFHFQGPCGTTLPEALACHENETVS
CASP6 VEID inh = caspase-6 (human) enzyme inhibition; P55212; 0.53% of 350,000 active; inhibition, % at 12.5 µM; AID 686996; purified caspase-6, Z-VEID-R110 cleavage fluorescence;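 active = mean inhibition across replicates at least about 35%, with every replicate also reaching that limit, limit read from the data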;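 note: 0% = median of neutral control wells and 100% = no fluorescence left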
Target sequence (P55212 24-179 limits assumed): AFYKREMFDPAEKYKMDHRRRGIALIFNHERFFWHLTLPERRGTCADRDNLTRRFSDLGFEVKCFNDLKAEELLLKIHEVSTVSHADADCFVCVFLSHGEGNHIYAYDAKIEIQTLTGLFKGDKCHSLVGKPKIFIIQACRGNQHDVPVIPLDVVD
Target sequence (P55212 194-293 limits assumed): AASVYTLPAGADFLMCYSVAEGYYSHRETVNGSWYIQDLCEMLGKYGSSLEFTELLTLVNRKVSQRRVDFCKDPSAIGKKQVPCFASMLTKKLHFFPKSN
PAX8 reporter = lowers PAX8-driven luciferase in RMG-I cells; RMG-I TPO-luciferase reporter, SteadyGlo, 24 h; inhibition, % at 12.6 µM; 1.2% of 360,000 active;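 active = mean replicate inhibition at least 60% with every replicate also reaching 60%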;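 note: luciferase light reporting Pax8 driven TPO promoter activity; plate controls were median of neutral control wells for no effect and mitoxantrone controls for full effect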
EWS-Fli inh = blocks EWS/Fli oncoprotein-driven transcription. A673 NR0B1-luciferase reporter, viability-normalised. inhibition, % at 12.6 µM. 0.67% of 350,000 active;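 active = mean inhibition of at least 50% after viability correction, with every replicate also passing that limit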;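 note: firefly luciferase signal divided by Alamar Blue viability fluorescence both relative to DMSO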
DENV2 CPE = protects cells from dengue virus 2 cytopathic effect; DENV2-infected cells, cytopathic effect rescue, plate reader; CPE inhibition, % at 9.99 µM; 1.7% of 350,000 active; in the data active = CPE inhibition above about 20%, passing the limit was not always enough; tested in BHK-21 cells;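 note: 0% = median of neutral control wells and 100% = median of positive control wells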
ARNT-TACC3 inh = ARNT/TACC3 interaction disruption; Q9Y6A5; AlphaScreen His-ARNT PAS-B/GST-TACC3 binding, luminescence; TACC3 fragment carries E629A point mutation; inhibition, % at 9.99 µM; 0.66% of 390,000 active; AID 623870;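 active = mean inhibition of replicates at least 50% and at least half of replicates each reaching 50%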;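 note: 0% = complete ARNT plus TACC3 wells and 100% = ARNT alone without TACC3; many hits fall short of the cut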
The depositor's hits bear a star; x = no result given; & = joins results of further samples.

SMILES	LGR2 antag	SIRT5 inh	CASP6 VEID inh	PAX8 reporter	EWS-Fli inh	DENV2 CPE	ARNT-TACC3 inh
COc1cccc(NC(=O)Cn2nc(Cc3cccnc3)c3ccccc3c2=O)c1	-21	-3	-1	6	1	-4	3
Cc1nnc(N2C(=O)c3ccc(Br)cc3C2=O)s1	23	0	-3	-10	12	0	-6
Cc1noc(C)c1S(=O)(=O)N(C)C[C@@H]1Oc2ccc(NC(=O)Cn3cnnn3)cc2CC(=O)N([C@@H](C)CO)C[C@H]1C	0	2	-1	x	-8	1	-3
OCCN1c2ccccc2CCc2ccccc21	-1	-2	-1	1	10	-1	x
Cc1noc(C)c1S(=O)(=O)N(C)C[C@@H]1Oc2ccc(NS(=O)(=O)c3ccc(F)cc3)cc2CC(=O)N([C@H](C)CO)C[C@@H]1C	-11	2	1	x	-11	2	x
CCCOc1ccc(-c2nc(N3CCN(CC)CC3)c3ccccc3n2)cc1	0	-6	1	-2	-8	-3	8
CC(C)(C)[S@@](=O)N1Cc2cc(C(=O)O)nc(-c3cccc(-c4ccc(F)cc4)c3)c2[C@H]1CCO	-1	-6	29	-41	-8	-3	x
C[C@@H]1CCCCO[C@@H](CN(C)C(=O)C2CCCCC2)[C@@H](C)CN([C@H](C)CO)C(=O)c2cc(NC(=O)CCCN(C)C)ccc2O1	-7	x	x	-11	-8	x	-3
Cc1cc(C)c(N(CC(=O)NC(C)(C)C)C(=O)CNC(=O)c2cccs2)c(C)c1	-21	-4	-4	-7	-11	9	x
Cc1ccc(S(=O)(=O)N[C@H]2CC[C@@H](CCNC(=O)C3CCC3)O[C@H]2CO)cc1	-1	1	0	11	-5	2	-12
CCN(C(=S)NC(=O)C1CCCC1)C1CCCCC1	17	-1	-6	9	3	-4	2
CNC(=O)C[C@H]1CC[C@H]2[C@H](COc3ccc(NC(=O)Nc4cccc(C)c4)cc3C(=O)N2C)O1	-7	-1	-1	3	-11	14	-1
COc1cccc(-c2ccc([C@H]3[C@@H](CO)N4C(=O)CN(C(=O)c5ccncc5)C[C@@H]34)cc2)c1	-1	-1	0	x	x	3	x
Cc1ccc(NC(=O)Nc2ccc(Cl)cn2)cc1	-65	-1	-5	-176	-119	-4	23
COc1ccc(C(=O)NCCc2ccccc2F)cc1OC1CCN(C(C)=O)CC1	3	-2	-2	5	x	13	-9
COC(=O)c1sc(=S)n(Cc2ccccc2)c1C	9	2	0	14	-2	-1	-15
CC1CC(NC(=S)N(C)C)CC(C)(C)C1 (stereo not given)	-9	-5	2	-25	-10	6	x
CC(C)(C)NC(=O)C(=O)NNC(=O)c1ccco1	10	-3	5	-12	12	13	-8
CC(C)c1cc(C(C)C)c(S(=O)(=O)N2CCNCC2)c(C(C)C)c1	1	-2	2	13	8	0	0
CCn1cc(SCC(=O)NCc2ccc3c(c2)OCO3)c2ccccc21	9	2	0	-3	2	4	0
O=C(N/C(=C/c1cccc([N+](=O)[O-])c1)C(=O)N1CCCCCC1)c1cccs1	15	-5	0	20	-1	-5	x
C=CCNC(=O)N1C2=NC(C(=O)OC)=C(C(=O)OC)[C@@H]3N(Cc4ccccc4)c4ccccc4[C@]23C[C@H]1C(=O)OC	-1	x	-2	12	7	9	-2
COCC#Cc1ccc2c(c1)O[C@H](CN(C)S(=O)(=O)c1cccc(F)c1)[C@@H](C)CN([C@@H](C)CO)S2(=O)=O	6	5	2	x	15	-4	4
O=C(Cn1cnc2ccc(Cl)cc2c1=O)NC1CCS(=O)(=O)C1 (stereo not given)	-13	1	-1	-5	-1	-1	-4
O=C(Nc1ccc2c(c1)[C@H]1C[C@@H](CC(=O)N3CCc4ccccc4C3)O[C@@H](CO)[C@H]1O2)C1CCOCC1	0	-4	5	3	-2	-1	-1
CNC(=O)C[C@H]1CC[C@@H]2[C@H](COC[C@H](O)CN2C(=O)c2ccccn2)O1	-27	-1	-1	-7	-1	0	13
O=C(CCc1nnc(COc2ccccc2)o1)NCc1ccc(Cl)s1	-10	-5	-1	15	-4	-7	25
CCC(C)C(NC(=O)C1CCC(C)CC1)C(=O)NCc1ccco1 (stereo not given)	-3	-1	-1	-10	1	-1	x
CCOc1ccccc1NS(=O)(=O)c1ccc2c(c1)n(C)c(=O)c(=O)n2C	0	x	x	-31	x	x	-2
CC(C)(C)n1nnnc1C(c1ccccc1)N1CCN(c2ncccc2C(F)(F)F)CC1 (stereo not given)	5&17	-1&-3	1&-1	-7&-11	4&9	1&-3	x
CCOCc1nnc(NC(=O)CCC2CCCCC2)s1	9	3	0	15	-20	-3	-4
NC(=O)N/N=C/c1ccccc1OCc1cccc2ccccc12	4	-1	0	6	0	0	-2
CCOc1ccccc1CNS(=O)(=O)c1cnc[nH]1	23	-1	-34	-4	4	-9	1
Cc1ccc(S(=O)(=O)N2CCCCC2C)cc1[N+](=O)[O-] (stereo not given)	24	-1	2	16	10	-1	-3
Cc1onc(-c2ccccc2)c1C(=O)N/N=C/c1ccco1	-10	-1	2	-10	-6	2	-2
COc1ccc(CCNC(=O)C(=O)c2cn(CC(=O)N3CCCC3)c3ccccc23)cc1OC	-1	1	1	0	7	-12	x
CC1CCC(NC(=O)CN2C(=O)c3ccccc3S2(=O)=O)CC1 (stereo not given)	-11	-1	-1	-18	3	8	-1
CN(C)c1ccc(CNC(=O)CN(C)S(=O)(=O)c2cccc3cccnc23)cc1	1	x	2	12	-4	7	-2
O=C(Nc1ccccc1)N1CCC(C(=O)N2CCN(c3ccccc3F)CC2)CC1	-4	1	1	7	9	1	-1
CN1CCN(C(=O)c2cc3c(c(-c4cccc(-c5cccc(C(=O)N(C)C)c5)c4)n2)[C@@H](CCO)N([S@](=O)C(C)(C)C)C3)CC1	-5	0	-3	-11	-3	2	-7
Cc1occc1C(=O)N/N=C/c1c(O)ccc2ccccc12	-39	-1	-1	22	-39	15	x
CN1CCc2c(sc3c2C(=O)NC(c2cccc(OC(=O)c4cccs4)c2)N3)C1 (stereo not given)	-32	x	8	-104	-60	-3	-5
CNC[C@H]1Oc2c(NS(C)(=O)=O)cccc2C(=O)N([C@@H](C)CO)C[C@@H]1C	-6	-4	2	-11	-3	0	-5
CN1CCN(C(=O)C[C@@H]2CC[C@H]3[C@@H](COC[C@@H](O)CN3Cc3ccc4c(c3)OCO4)O2)CC1	7	3	-1	2	-4	0	-1
COc1cccc(C#Cc2ccc([C@@H]3[C@@H](CO)N4C(=O)CN(C(=O)c5ccccc5)C[C@@H]34)cc2)c1	16	12	1	34	1	-10	x
Cc1ccc2nc(Cl)c(/C=C/C(=O)c3ccco3)cc2c1	x	-2	-1	-25	6	1	-1
COc1ccc(NC(=O)c2csc3c2CCCCC3)c(OC)c1	-3	-2	1	-5	-22	-3	4
Cn1cc(CCC(=O)N2CCCC(CCC(=O)NCc3ccc(F)c(F)c3)C2)cn1 (stereo not given)	-14	1	-3	-31	-17	-7	6
Cn1c(CC(=O)Nc2ccc(F)cc2)c(Sc2ccccc2)c2ccccc21	-17	0	-2	-5	10	-4	-4
CCS(=O)(=O)NCC[C@@H]1CC[C@@H](NC(=O)C2CCC2)[C@H](CO)O1	-3	0	-3	-3	-3	6	-8
CC(C)c1ccc(NC(=O)/C(C#N)=C/c2ccncc2)cc1	-21	2	-1	8	x	13	-21
C[C@@H]1CN([C@H](C)CO)C(=O)Cc2cc(NS(=O)(=O)c3ccc(F)cc3)ccc2O[C@H]1CN(C)C(=O)Nc1ccc(F)cc1	-5	0	x	x	1	11	-8
COc1ccc(-c2c(C)nc3c(-c4ccsc4)cnn3c2N)cc1	-121	-4	-1	-120	-34	5	-15
COc1ccc(CN2C[C@@]3(O)CC[C@@H](O)[C@@H](OC)[C@@H]3[C@@](C)(O)[C@@H]2CC=C(C)C)cc1	-12	1	-1	-8	-13	-6	x
COc1ccc(-n2c(=O)c(CCC(=O)NCCc3ccccc3F)nc3ccccc32)cc1	7	-3	2	-11	-6	12	0
Cc1noc(C)c1NC(=O)Nc1cccc2c1O[C@H](CN(C)C(=O)NC(C)C)[C@@H](C)CN([C@@H](C)CO)C2=O	-1	-2	0	-24	-6	11	3
C[C@H](NC(=O)N(C)C[C@@H]1OCc2ccccc2-c2ccccc2C(=O)N([C@@H](C)CO)C[C@H]1C)c1ccccc1	-10	3	-2	-12	4	-1	3
CO[C@H]1CN(C)C(=O)c2ccc(NC(=O)c3ccccc3)cc2OC[C@H](C)N(C(C)=O)C[C@H]1C	9	0	1	x	-11	-2	-5
C[C@@H]1CN([C@@H](C)CO)C(=O)Cc2cc(NC(=O)CCCCCC(=O)Nc3ccccc3N)ccc2O[C@H]1CN(C)S(=O)(=O)c1ccc(F)cc1	-1	-1	-1	-12	-2	-5	x
CCc1ccc2[nH]c(=O)c(CN(Cc3nnnn3C3CCCC3)C3CCCCC3)cc2c1	-21	-1	0	x	16	3	4

The list goes on:
SMILES	LGR2 antag	SIRT5 inh	CASP6 VEID inh	PAX8 reporter	EWS-Fli inh	DENV2 CPE	ARNT-TACC3 inh
O=C(CN1CCOCC1)N1CC(=O)N2[C@H](CO)[C@@H](c3ccc(/C=C/c4ccccc4)cc3)[C@@H]2C1	-7	-4	4	-2	-3	-1	x
C[C@@H]1CN([C@H](C)CO)C(=O)c2cc(NC(=O)CCCN(C)C)ccc2O[C@@H](C)CCCCO[C@@H]1CN(C)S(=O)(=O)c1ccccc1	1	-2	-2	1	-7	-8	0
COC(=O)C1=C(C)NC(=O)/C1=C\c1cc(C)n(-c2ccc(F)cc2)c1C	x	6	10	-6	-27	5	x
COC(=O)[C@]12C[C@H](CC(=O)NCCC(C)C)C(=O)N(Cc3ccc4c(c3)OCO4)C1=C[C@H](C(C)(C)C)O[C@@H]2C	27	x	-1	6	17	-1	x
CCONC(=O)Nc1ccccc1	-1	x	x	-27	x	x	-12
COc1ccc(C(=O)NCc2csc(C)n2)cc1OC1CCN(C(C)=O)CC1	3	4	-2	-10	12	2	4

Filtered by structure: those above containing an aryl methoxy group
SMILES	LGR2 antag	SIRT5 inh	CASP6 VEID inh	PAX8 reporter	EWS-Fli inh	DENV2 CPE	ARNT-TACC3 inh
COc1cccc(NC(=O)Cn2nc(Cc3cccnc3)c3ccccc3c2=O)c1	-21	-3	-1	6	1	-4	3
COc1cccc(-c2ccc([C@H]3[C@@H](CO)N4C(=O)CN(C(=O)c5ccncc5)C[C@@H]34)cc2)c1	-1	-1	0	x	x	3	x
COc1ccc(C(=O)NCCc2ccccc2F)cc1OC1CCN(C(C)=O)CC1	3	-2	-2	5	x	13	-9
COc1ccc(CCNC(=O)C(=O)c2cn(CC(=O)N3CCCC3)c3ccccc23)cc1OC	-1	1	1	0	7	-12	x
COc1cccc(C#Cc2ccc([C@@H]3[C@@H](CO)N4C(=O)CN(C(=O)c5ccccc5)C[C@@H]34)cc2)c1	16	12	1	34	1	-10	x
COc1ccc(NC(=O)c2csc3c2CCCCC3)c(OC)c1	-3	-2	1	-5	-22	-3	4
COc1ccc(-c2c(C)nc3c(-c4ccsc4)cnn3c2N)cc1	-121	-4	-1	-120	-34	5	-15
COc1ccc(CN2C[C@@]3(O)CC[C@@H](O)[C@@H](OC)[C@@H]3[C@@](C)(O)[C@@H]2CC=C(C)C)cc1	-12	1	-1	-8	-13	-6	x
COc1ccc(-n2c(=O)c(CCC(=O)NCCc3ccccc3F)nc3ccccc32)cc1	7	-3	2	-11	-6	12	0
COc1ccc(C(=O)NCc2csc(C)n2)cc1OC1CCN(C(C)=O)CC1	3	4	-2	-10	12	2	4

High-throughput results from PubChem BioAssay.
